# Source: PubChem
# AmpC inh detg: inhibitors of E. coli AmpC beta-lactamase with detergent; AmpC hydrolysis of nitrocefin, absorbance 480 nm, 0.01% Triton; P00811; 370,000 compounds, 0.041% hits; Potency, µM (doses to about 114 µM), without a hit: at the highest dose activity change, negative = inhibition, usual class: inhibitors; AID 485294;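 also: potency is read from the fitted curve at half-maximal effect; 0% = no-compound wells and -100% = no-enzyme wells; nearly all actives have a fitted effect of over 25% in size; some results filed as inactive show a strong effect at the top dose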
# Target sequence (P00811 whole entry, looked up): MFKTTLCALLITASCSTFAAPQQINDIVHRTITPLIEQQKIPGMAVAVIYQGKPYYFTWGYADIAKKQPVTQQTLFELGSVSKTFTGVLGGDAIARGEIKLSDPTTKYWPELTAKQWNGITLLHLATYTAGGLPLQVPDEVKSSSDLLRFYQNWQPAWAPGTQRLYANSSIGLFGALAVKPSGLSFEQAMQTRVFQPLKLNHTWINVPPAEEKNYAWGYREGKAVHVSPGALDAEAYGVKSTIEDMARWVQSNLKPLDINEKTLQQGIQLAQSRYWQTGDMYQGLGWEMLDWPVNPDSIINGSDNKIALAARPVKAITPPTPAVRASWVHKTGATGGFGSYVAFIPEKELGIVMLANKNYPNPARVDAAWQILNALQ
#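 AmpC (5.3 nM in the dispensed reagent) in 20 mM phosphate pH 7.0 with 0.01% (detergent screen) or 0.0001% Triton X-100 was preincubated with compounds for 15 min at room temperature. Nitrocefin was then added from an 800 uM solution, and hydrolysis was followed at 480 nm.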
# Sm TGR block: blocks Schistosoma mansoni thioredoxin glutathione reductase; 360,000 compounds, 3% hits; Potency, µM (titrated, usually from 114 µM), without a hit: top-dose activity change, negative = inhibition, most hits filed as inhibitors; purified TGR, DTNB reduction, TNB absorbance 405 nm; also: potency is read from the fitted curve at half-maximal effect; nearly all actives have a fitted effect of over 60% in size
#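 Kinetic colorimetric format: TGR-catalysed, NADPH-driven DTNB reduction monitored via TNB absorbance. Enzyme dispensed at 20 nM; compound exposure 15 min at room temperature before reaction start.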
# Giardia FBPA inh: Giardia lamblia aldolase inhibition. 290,000 compounds, 0.71% hits. A8B2U2. Potency, µM (top dose mostly 59.6 µM), for inactives: top-dose activity, negative = inhibition, most hits filed as inhibitors. AID 2451. purified Giardia FBPA; also: potency is read from the fitted curve at half-maximal effect; nearly all actives have a fitted effect of over 55% in size
# Target sequence (A8B2U2 whole entry, looked up): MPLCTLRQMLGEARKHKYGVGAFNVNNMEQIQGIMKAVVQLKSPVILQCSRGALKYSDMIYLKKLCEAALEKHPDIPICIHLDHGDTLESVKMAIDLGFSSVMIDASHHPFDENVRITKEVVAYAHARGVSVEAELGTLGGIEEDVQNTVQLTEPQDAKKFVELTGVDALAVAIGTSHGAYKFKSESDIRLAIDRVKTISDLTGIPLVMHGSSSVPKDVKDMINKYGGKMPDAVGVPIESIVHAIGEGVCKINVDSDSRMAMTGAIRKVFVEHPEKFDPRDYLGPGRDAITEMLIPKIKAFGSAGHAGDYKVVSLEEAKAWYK
#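 40 nM FBPA preincubated 10 min at RT with compound (up to 57.5 uM final), then substrate plus GAPDH/TPI/NAD/arsenate coupling and diaphorase/resazurin added. Fluorescence read after 20 min at RT, 525/598 nm.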
# AmpC no deterg: inhibitors of E. coli AmpC beta-lactamase without detergent; P00811; AmpC nitrocefin hydrolysis, absorbance 480 nm, 0.0001% Triton; Potency, µM (highest dose often 57.1 µM), for the others: at the top dose activity change, negative = inhibition, most hits filed as inhibitors; 330,000 compounds, 0.52% hits;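 also: potency is read from the fitted curve at half-maximal effect; plate controls were no compound for no effect and no enzyme for full effect; nearly all actives have a fitted effect of over 20% in size; some results filed as inactive show a strong effect at the top dose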
#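 20 mM phosphate pH 7.0 + 0.01% (detergent screen) or 0.0001% Triton X-100; 5.3 nM AmpC reagent; cpd preinc 15 min RT; nitrocefin (800 uM stock) to start; A480 q20 s × 4 min; Activity was normalised to no-enzyme and no-compound control wells.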
# AMA1 RON2 block: AMA1-RON2 (P. falciparum) interaction inhibition; AlphaScreen AMA1-biotinylated RON2 peptide binding; Potency, µM (highest dose often 58.2 µM), for inactives: at the highest dose activity change, negative = inhibition, actives largely listed as inhibitors; 360,000 compounds, 0.2% hits;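 also: potency is read from the fitted curve at half-maximal effect; 0% = vehicle wells and -100% = peptide control; nearly all actives have a fitted effect of over 45% in size; some results filed as inactive show a strong effect at the top dose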
#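 AMA1 (3D7) with his tag at 25 nM final met compounds first, then biotinylated RON2 peptide at 25 nM; detection used donor plus acceptor beads, 10 µg/mL apiece, read by AlphaScreen after 30 min at room temperature.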
# HCMV inh: inhibitors of human cytomegalovirus; activity change, negative = inhibition, % at 57.5 µM; 410,000 compounds, 4.5% hits; HFF cells, HCMV-luciferase reporter, 72 h; stronger effect = lower value; in the data active = activity change below about -60%; inconclusive = no clear call, values can overlap the other calls; inactive = above about -39%
#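 Two-dose cell screen: HFF monolayers treated with compounds and infected with luciferase-expressing HCMV at 1 PFU/cell, 72 h at 37C, then lysed for luciferase measurement.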
# Starred values were filed as active, the others as inactive; ? = inconclusive; · = not tested or not shown; [ ] = dose if it differs, or a comment. Unless noted, calls follow the shape of the dose curve; as a rule, active = well fitted curve in the direction sought with a large enough effect; inconclusive = small, poorly fitted or top-dose-only effect, or another doubt; inactive = no such curve, though single readings can be large; an effect the other way counts as inactive or inconclusive. Unless noted, % is scaled to controls: 0 for no effect and ±100 for the full control effect.
SMILES,AmpC inh detg,Sm TGR block,Giardia FBPA inh,AmpC no deterg,AMA1 RON2 block,HCMV inh
CCOC(=O)c1c(C)n(Cc2ccc(F)cc2)c2ccc(O)cc12,-9%,-24%,-12%,-39%,-3%,?
O=C(Nc1ccc(C2CC2(Cl)Cl)cc1)c1cccc([N+](=O)[O-])c1 (centres undefined),?,?,-22%,-37%,-8%,?
CC(C)C(=O)N1CCN(c2ccc(NC(=O)c3ccco3)cc2Cl)CC1,?,4%,7%,-6%,-7%,15
CC(CNC(=O)COc1ccc2c(c1)OCO2)c1ccccc1 (centres undefined),0%,5%,·,-20%,-7%,-10
CCOC(=O)c1cc2c(=O)n3cccc(C)c3nc2n(C)c1=N,-11%,0%,-1%,-8%,·,·
Cc1c2cnn(CC(=O)NC3CCCC3)c(=O)c2c(C)n1Cc1ccccc1,-9%,-18%,-4%,-19%,-4%,27
O=C(Nc1c(O)c2ccccc2oc1=O)c1cccc(F)c1,10%,-1%,·,·,·,6
O=C(NCCC1=CCCCC1)C1CCCN(S(=O)(=O)c2cnc[nH]2)C1 (centres undefined),-9%,0%,0%,-8%,0%,38
c1ccc(CSc2nnc(-c3c[nH]c4ccccc34)o2)cc1,-11%,0%,-8%,-29%,-1%,15
O=C(O)c1cc2c(N3CCC(Cc4ccccc4)CC3)ncnc2s1,?,15%,21%,-23%,-8%,-27
CCOc1ccc(C(C(=O)NC2CCCC2)N(Cc2ccccc2)C(=O)c2nsc(Cl)c2Cl)cc1 (centres undefined),-8%,-14%,-5%,-34%,-5%,6
COc1ccc(OCC2CNC(=O)O2)cc1 (centres undefined),-2%,18%,5%,-5%,-3%,-30
Cc1ccc(C)c(Cn2c(C(C)NC(=O)c3ccc(F)cc3)nc3ccccc32)c1 (centres undefined),17%,?,·,·,·,-17
O=C1NC(=Nc2ccc(F)cc2)SC1Cc1ccc(F)cc1 (centres undefined),-5%,3%,1%,-58%,0%,-31
CCOC(=O)C1=C(C)NC(C)=C(C(=O)OCC)C1/C=C/c1ccccc1,0%,12%,2%,24%,21%,-19
O=C(c1ccccc1[N+](=O)[O-])N1CCCN(C(=O)c2ccccc2[N+](=O)[O-])CC1,?,0%,-1%,-7%,3%,-33
Cc1sc2nc(SCC(=O)NCCOCCO)nc(N)c2c1C,-3%,1%,3%,-22%,-4%,4
O=C1Cc2ccccc2C(=O)N1c1cccc(Cl)c1,0%,-16%,·,-31%,3%,-22
Cc1ccc(CC(=O)N2CCC(c3nc4c(nnn4Cc4ccccc4)c(=O)[nH]3)CC2)cc1,?,-1%,14%,69%[activator],-5%,15
COc1cccc(NC(=O)Cn2c3ccc(F)cc3c3nc4n(c(=O)c32)CCCS4)c1,3%,-24%,·,39%,-2%,-61*
O=C(NNc1ccc([N+](=O)[O-])cc1)C1C2CCCCC21 (centres undefined),?,1%,0%,-27%,-4%,10
O=C(CSc1nc2ccccc2c(=O)n1Cc1ccccc1)Nc1ccc(Br)cc1C(=O)O,-1%,-3%,10%,-16%,-5%,7
Cc1ccc(CNC(=O)c2ccc(S(=O)(=O)Nc3c(C)n(C)n(-c4ccccc4)c3=O)cc2)cc1,3%,5%,0%,-18%,-10%,-34
COC(=O)COc1cccc(NS(=O)(=O)c2cccc([N+](=O)[O-])c2)c1,-1%,16%,0%,-11%,21%,-15
COc1ccccc1NC(=S)N1CCn2cccc2C1c1cccnc1 (centres undefined),3%,-8%,-5%,-23%,-15%,-17
CN(CC(=O)Nc1ccc(F)cc1)C(=O)CSc1nncs1,0%,-2%,·,-19%,-1%,33
Nc1nonc1OCCCCOc1nonc1N,-9%,12%,-2%,-19%,-14%,-26
COc1ccccc1C(C)Nc1ccc(S(=O)(=O)N2CCN(C)CC2)cc1[N+](=O)[O-] (centres undefined),2%,0%,·,285%[activator],?,-9
Cc1nc2c(-c3ccc(F)cc3)c(C)nn2c(C)c1CCC(=O)N1CCC2(CC1)OCCO2,-1%,15%,-5%,211%[activator],-10%,2
CCOC(=O)c1c(/N=C/C2=C(O)CCCC2=O)sc(C)c1C,-3%,-23%,1%,44%,1%,-26
COc1cccc(/C=C/C(=O)OCC(=O)Nc2ccc(Cl)c(S(=O)(=O)N(C)C)c2)c1OC,-11%,10%,1%,-30%[11.4 µM],-10%,28
O=C(C1=C(O)C(=O)N(Cc2ccco2)C1c1ccccc1)c1cccs1 (centres undefined),?,-22%,12%,-23%,1%,17
O=C(Nc1ccc(F)cc1)c1cn(-c2ccccc2)nc1-c1ccncc1,-3%,-10%,3%,-55%,5%,-26
O=C(O)/C=C\C(=O)NNC(=O)c1cc(-c2ccccc2)n[nH]1,-6%,22µM*,?,-46%,29%,-17
CCc1cccc(NC(=O)CCSCCC(=O)Nc2cccc(CC)c2)c1,1%,-3%,-2%,-16%,11%,-9
N#Cc1c(-c2ccccc2)cc(-c2ccccc2)[nH]c1=O,-10%,-13%,-12%,3%,-5%,28
CN=C(Nc1cc(C)nn1-c1ccccc1)c1ccccc1,3%,13%,7%,-7%,-7%,-6
Cc1ccc(C)c(NC(=O)COC(=O)c2nn(C)c(=O)c3ccccc23)c1,·,·,·,-16%,-2%,-14
O=C(Nc1ccccc1Cl)C1CCCN(S(=O)(=O)c2ccc(F)cc2)C1 (centres undefined),-3%,-2%,0%,-34%,-3%,20
O=C(NNC(=O)C1CC1)c1ccc(-c2ccccc2)cc1,1%,0%,2%,-17%,11%,49
O=C(COC(=O)c1ccccc1Nc1ccccc1)NCc1ccccc1Cl,?,1%,0%,-24%,12%,-13
CCCNC(=O)CN1CCC(c2nc3ccccc3[nH]2)CC1,-4%,0%,·,-8%,-2%,0
COc1ccc(-c2cc(C(F)(F)F)nc(SCc3cccc(C(=O)O)c3)n2)cc1,-10%,-7%,?,-25%,-2%,39
Nc1nc(NCCCN2CCOCC2)nc(Nc2ccccc2F)c1[N+](=O)[O-],7%,10%,2%,8%,6%,?
CCN1CCCC1CNC(=O)Cn1cccc1C(=O)c1ccccc1 (centres undefined),-4%,-8%,-2%,-2%,-6%,-21
CCCCONc1ncnc2nonc12,-9%,-5%,-6%,-13%,-12%[11.6 µM],-5
COc1ccc(Br)cc1C(=O)N/N=C/c1cccnc1,-3%,16%,8%,-23%,-26%,-21
NS(=O)(=O)c1ccc(N=Nc2c[nH]c(=O)c(O)c2)cc1,-15%,8.9µM*,7.1µM*,-27%,-16%,-19
CCOC(=O)C1(CCc2ccccc2)CCN(Cc2ccc3c(c2)OCCO3)CC1,0%,5%,-5%,-7%,?,-77*
Cc1nnc(NC(=O)C2CCN(c3cnccn3)CC2)s1,-2%,4%,3%,-13%,-17%,82
O=P(OC1CCCCC1)(OC1CCCCC1)C(O)c1c(Cl)cccc1Cl (centres undefined),-6%,-2%,19%,21%,-5%,10
CC(=O)NC(c1cccc([N+](=O)[O-])c1)c1ccc2cccnc2c1O (centres undefined),0%,-5%,-4%,17%,-86%,-102*
CCOc1ccc(-c2nc(S(=O)(=O)c3ccccc3)c(NCc3cccnc3)o2)cc1,-2%,?,-10%,52%,3%,6
COc1ccc(S(=O)(=O)N2CCC(C(=O)N[C@H](C(=O)N3CCCCCC3)C(C)C)CC2)cc1,?,-5%,·,103%[activator],-6%,1
O=C(N/N=C/C=C\c1ccco1)c1cccnc1,-10%,25µM*,-25%,-4%,-7%,30
CCc1nnc(NS(=O)(=O)c2ccc(Nc3ccc([N+](=O)[O-])c4nonc34)cc2)s1,3%,?,-15%,-26%,-16%,?

# By substructure: the entries above containing an aryl methoxy group.
SMILES,AmpC inh detg,Sm TGR block,Giardia FBPA inh,AmpC no deterg,AMA1 RON2 block,HCMV inh
COc1ccc(OCC2CNC(=O)O2)cc1 (centres undefined),-2%,18%,5%,-5%,-3%,-30
COc1cccc(NC(=O)Cn2c3ccc(F)cc3c3nc4n(c(=O)c32)CCCS4)c1,3%,-24%,·,39%,-2%,-61*
COc1ccccc1NC(=S)N1CCn2cccc2C1c1cccnc1 (centres undefined),3%,-8%,-5%,-23%,-15%,-17
COc1ccccc1C(C)Nc1ccc(S(=O)(=O)N2CCN(C)CC2)cc1[N+](=O)[O-] (centres undefined),2%,0%,·,285%[activator],?,-9
COc1cccc(/C=C/C(=O)OCC(=O)Nc2ccc(Cl)c(S(=O)(=O)N(C)C)c2)c1OC,-11%,10%,1%,-30%[11.4 µM],-10%,28
COc1ccc(-c2cc(C(F)(F)F)nc(SCc3cccc(C(=O)O)c3)n2)cc1,-10%,-7%,?,-25%,-2%,39
COc1ccc(Br)cc1C(=O)N/N=C/c1cccnc1,-3%,16%,8%,-23%,-26%,-21
COc1ccc(S(=O)(=O)N2CCC(C(=O)N[C@H](C(=O)N3CCCCCC3)C(C)C)CC2)cc1,?,-5%,·,103%[activator],-6%,1
